Assay outcomes: PubChem BioAssay, several laboratories
Tat transport: inhibitors of E. coli Tat protein transport. AID 488895. 340,000 compounds, 0.036% hits. inhibition, % at 10 µM. E. coli MC4100 TorA-mCherry Tat export, fluorescence;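 active = mean replicate inhibition at least 50% and at least half of replicates individually reaching 50%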;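 note: exported cargo escapes ClpAP degradation while cytoplasmic cargo is degraded and loses fluorescence; 0% = median of neutral control wells and 100% = median of NaSCN control wells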
PKA-R1A act: activates the PKA-R1A holoenzyme complex; P00514+P68181; PKA-R1A dissociation, Cy5-IP20 fluorescence polarization; scaled: DMSO 0%, 113 µM cGMP 100%; activation, % at 11.4 µM; 340,000 compounds, 0.083% hits;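 active = percent activation above the mean of all tested compounds plus 3 SD, cut at about 19% in these data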;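 note: higher means more PKAc released from R1A so a rise in polarization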
MOR-DOR ag: agonists of human mu-delta opioid receptor heterodimerization; activation, % at 9.3 µM; cells, OPRM1-OPRD1 heterodimerization, luminescence; P35372+P41143; 340,000 compounds, 0.3% hits; in the data active = activation above about 18%;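 note: 0% = vehicle-treated cells and 100% = reference agonist; values of inactives mirror those of a sister screen read the other way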
Target sequence (P35372 whole entry, looked up): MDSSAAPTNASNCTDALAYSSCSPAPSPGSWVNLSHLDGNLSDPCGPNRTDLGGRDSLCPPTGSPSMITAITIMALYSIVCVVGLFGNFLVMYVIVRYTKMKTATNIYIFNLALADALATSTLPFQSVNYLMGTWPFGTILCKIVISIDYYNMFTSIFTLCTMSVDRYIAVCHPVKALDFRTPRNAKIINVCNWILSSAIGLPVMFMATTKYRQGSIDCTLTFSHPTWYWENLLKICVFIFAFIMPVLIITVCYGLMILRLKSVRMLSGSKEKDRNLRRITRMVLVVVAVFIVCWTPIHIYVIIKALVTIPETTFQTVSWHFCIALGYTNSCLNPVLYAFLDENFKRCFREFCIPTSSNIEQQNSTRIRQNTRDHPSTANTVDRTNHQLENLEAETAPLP
Target sequence (P41143 whole entry, looked up): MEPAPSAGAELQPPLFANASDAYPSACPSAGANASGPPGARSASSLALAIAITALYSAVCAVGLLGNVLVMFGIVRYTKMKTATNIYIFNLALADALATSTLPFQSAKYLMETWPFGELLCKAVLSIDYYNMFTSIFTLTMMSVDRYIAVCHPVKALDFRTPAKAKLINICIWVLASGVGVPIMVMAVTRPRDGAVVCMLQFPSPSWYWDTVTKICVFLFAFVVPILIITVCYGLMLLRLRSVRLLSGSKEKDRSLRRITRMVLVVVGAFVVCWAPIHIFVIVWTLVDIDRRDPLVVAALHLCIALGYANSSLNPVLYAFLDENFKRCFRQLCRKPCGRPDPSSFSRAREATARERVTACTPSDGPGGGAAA
PfHsp90 yeast 2: inhibits growth of yeast expressing Plasmodium falciparum Hsp90; S. cerevisiae expressing PfHsp90, BacTiter-Glo ATP, 48 h; yeast lacking PDR1 and PDR3 efflux regulators; inhibition, % at 9.4 µM; 310,000 compounds, 0.32% hits;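 active = every replicate shows inhibition above about 80%, whatever the replicate mean, limit read from the data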;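 note: 0% = DMSO neutral controls and 100% = 20 µM radicicol positive controls; yeast relying on Plasmodium falciparum Hsp90 in place of its own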
Mot1-301 SUMO: inhibitors of SUMOylation pathway: yeast Mot1-301 growth rescue; S. cerevisiae Mot1-301 growth rescue, ATP luminescence, 38.5C; percent above DMSO median, 100 means doubled; growth rescue, % at 18.8 µM; 320,000 compounds, 1% hits; AID 2716;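 active = every valid replicate shows activation above 250% relative to neutral control wells; inactive = the rest, any valid replicate at or below 250%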;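 note: OY570 slx delta 5 strain wells were the positive control but not used for scaling; some compounds called inactive have numbers as strong as hits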
HTR5A inv ag: inverse agonist of human HTR5A in OPRM1-OPRD1 counter-screen | inhibition, % at 9.3 µM | HTR5A cell line, luminescence, inverse agonism | P47898 | 340,000 compounds, 0.083% hits; in the data active = inhibition mostly above about 23%, no sharp cut-off; inactive = mostly below about 18%;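 note: 0% = cells with DMSO and 100% = no-cell wells with DMSO; some compounds called inactive have numbers as strong as hits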
phage Ecoli inh: E. coli growth loss with phage present; 360,000 compounds, 0.26% hits; AID 651602; inhibition, % at 11.9 µM; growth absorbance; in the data active = inhibition above about 11%
MOR-DOR inv ag: inverse agonists of human mu-delta opioid receptor heterodimerization | P35372+P41143 | cell-based MOR-DOR heterodimer luminescence, inverse agonism | inhibition, % at 9.3 µM | 340,000 compounds, 0.21% hits; in the data active = inhibition above about 22%, passing the limit was not always enough;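 note: 0% = cells with DMSO and 100% = wells without cells with DMSO; values of inactives mirror those of a sister screen read the other way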
AddAB inh: less growth of phage-infected E. coli with AddAB; E. coli expressing H. pylori AddAB, absorbance growth; inhibition, % at 11.9 µM; 330,000 compounds, 0.29% hits; in the data active = inhibition above about 12%;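 note: 0% = vehicle wells of infected cells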
Ecoli viability: bacterial growth inhibition, counter-screen for AddAB inhibitors; E. coli V3065 growth, OD600 absorbance, 18 h; inhibition, % at 11.9 µM; 330,000 compounds, 0.27% hits;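 active = inhibition above the campaign's mean inhibition across all tested compounds plus 3 SD, cut at about 9.9% in these data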;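 note: uninfected addAB+ strain grown without phage in ampicillin broth; 0% = DMSO wells and 100% = ciprofloxacin 0.95 µg/ml wells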
PKA-R2B act: PKA-R2B complex activation; P22694+P31323; PKA-R2B holoenzyme dissociation, Cy5-IP20 fluorescence polarization; R2B truncated from residue 108, S112A mutant; 0% DMSO only, 100% 113 µM cGMP; activation, % at 11.4 µM; 340,000 compounds, 0.079% hits; AID 504700;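 active = activation above a cutoff set at the mean over all compounds plus 3 SD, cut at about 18% in these data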;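 note: higher means more holoenzyme dissociation and a rise in polarization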
The depositor's hits bear a star; x = not tested or not shown.

Second line of a record – Tat transport	PKA-R1A act	MOR-DOR ag	PfHsp90 yeast 2	Mot1-301 SUMO	HTR5A inv ag	phage Ecoli inh	MOR-DOR inv ag	AddAB inh	Ecoli viability	PKA-R2B act
> CCC1(C)Cc2c(sc3[nH]c(=S)n(Cc4ccccc4)c(=O)c23)CO1 (centres undefined)
  3	-3	-1.4	-11	-5	1	-0.9	8	1.1	-1.7	-8
> CCOc1ccc(N2C(=O)CC(NCCc3ccncc3)C2=O)cc1 (centres undefined)
  -3	-6	-1.8	-6	-14	18	2.5	11	0.6	0.4	-15
> CCCCn1c(N)c(N(CC(C)C)C(=O)CSc2nnc(C)n2-c2ccc(OC)cc2)c(=O)[nH]c1=O
  0	-9	-5.0	-14	-6	9	1.0	24	-2.2	-1.1	0
> CCn1c(SCC(=O)NC2CCCC2)nnc1-c1c[nH]c2ccccc12
  -2	2	-0.7	-39	1	10	1.2	4	-0.3	-0.3	-8
> COC(=O)Cc1[nH]nc2c1C1(C(=O)N(Cc3ccc(Cl)cc3)c3ccccc31)C(C#N)=C(N)O2 (centres undefined)
  -2	-1	-1.4	-13	0	12	1.6	8	0.3	1.8	-1
> CC(=O)c1cccc(S(=O)(=O)NC2CCCCCC2)c1
  -10	-10	-2.3	15	13	34	3.4	12	4.9	-0.7	-14
> COc1ccc(NC(=O)COC(=O)c2ccc(-n3nc(C)cc3C)cc2)cc1OC
  -3	-16	-1.7	-17	1	4	-0.5	7	1.6	-0.3	-5
> Cc1nnc(NC(=O)CSc2cn(Cc3ccccc3)c3ccccc23)s1
  -8	-8	0.1	17	3	-5	3.3	0	1.8	-2.2	-6
> O=C(COc1ncnc2ccccc12)Nc1cc(S(=O)(=O)N2CCOCC2)ccc1Cl
  0	-6	-1.6	-4	25	-13	-0.7	8	-1.0	-0.9	13
> COC(=O)CC1=C(C(=O)OC)C(c2ccncc2)C(C#N)=C(N)O1 (centres undefined)
  -6	-3	-1.7	3	-26	-5	0.5	10	-0.6	-0.2	-1
> COc1ccccc1CCN=C(N)NS(=O)(=O)c1ccc(C)c(C)c1
  2	0	-2.4	-27	46	-18	2.8	13	3.1	-1.2	-12
> c1cc(C2OCCN2CC2COC3(CCCC3)O2)ccn1 (centres undefined)
  -5	-3	0.8	4	-14	20	3.2	-4	1.3	3.7	-1
> O=C(COC(=O)c1cc(=O)[nH]c2ccccc12)c1ccccc1
  -6	-7	-1.6	x	5	5	0.8	8	0.5	4.0	0
> COc1ccc(C(CC(=O)O)NC(C)=O)cc1OC (centres undefined)
  5	-10	-2.3	2	12	-22	2.1	11	5.9	-0.9	-1
> CC1=CC(C)(C)N(S(=O)(=O)c2ccc(C)cc2)c2ccccc21
  13	2	6.6	21	44	11	1.2	-39	0.3	-0.7	-4
> COc1ccc([N+](=O)[O-])c(OC)c1C(=O)NC(=O)Nc1c(F)cc(F)cc1F
  1	2	0.2	-12	-4	-2	-1.5	-1	-0.3	-2.0	2
> NS(=O)(=O)c1ccc(CCNC(=O)C2CC(=O)N(Cc3ccccc3Cl)C2)cc1 (centres undefined)
  -11	-4	-3.3	30	12	-3	-0.1	12	-0.1	-1.1	-8
> N#Cc1cn(Cc2ccccc2)c(=O)[nH]c1=O
  3	-2	2.0	-5	11	-8	2.4	-12	-0.8	0.7	-9
> CCOC(=O)N1CCN(C(=O)CSc2ccc(-c3ccccc3)nn2)CC1
  6	-8	-0.8	5	-2	-9	-0.5	4	-0.3	-1.6	0
> COCC(C)NC(=O)C1CC(c2cccc(Br)c2)=NO1 (centres undefined)
  1	-13	0.7	x	293	-23	0.0	-4	0.8	0.6	5
> C=CCOc1ccc(Br)cc1/C=N/O
  -5	-3	-2.0	11	-22	1	4.0	12	4.2	-1.0	0
> CCOC(=O)c1c(/N=C/N(C)C)sc(C)c1C
  -1	-3	0.7	2	2	1	3.7	-4	1.6	-0.8	-6
> CCC(C)(C)NC(=O)C(c1ccc(OC)cc1)N(C(=O)CCC(=O)Nc1cc(C)on1)c1ccccc1F (centres undefined)
  0	-5	0.2	-4	-8	-11	0.1	-2	0.8	3.1	-15
> CC12CCC(=O)N1C(C(=O)Nc1nc3ccc(F)cc3s1)CS2 (centres undefined)
  -2	4	-1.1	52	0	-11	6.1	5	1.2	1.2	3
> Cn1c(=O)c(C(=O)CSc2nnc(Nc3ccccc3)s2)c(N)n(Cc2ccccc2)c1=O
  -5	4	-1.0	x	7	20	1.5	5	3.0	0.8	-5
> Cc1cc(C)n(-c2nnc(N3CCN(c4ccc(F)cc4)CC3)nn2)n1
  5	-7	2.6	-13	-15	1	4.4	-14	1.6	-3.0	8
> CCOc1cc(C2Nc3ccccc3NC3=C2C(=O)CC(C)(C)C3)ccc1OC(C)=O (centres undefined)
  -3	3	1.4	-20	-9	-15	-1.3	-7	2.2	-1.0	0
> COc1cccc(C(=O)NCCSc2c(C)[nH]c3ccccc23)c1OC
  1	4	1.5	-37	32	0	4.6	-7	-1.8	-3.0	2
> CCc1c(C(=O)NC2CCCC2)csc1C
  -2	-7	-0.1	-17	-12	-4	0.9	0	1.2	-1.8	-2
> Cc1cc(C)n2nc(CC(=O)NNC(=O)COc3ccccc3)nc2n1
  -2	0	-2.7	-8	0	16	0.2	14	1.9	-1.4	-7
> COc1ccc2sc(N3C(=O)C4CC=C(C)CC4C3=O)nc2c1 (centres undefined)
  -7	-7	0.1	-8	12	2	1.2	-1	0.9	-2.2	0
> CC(C)NC(=O)Nc1ccc2c(c1)C(=O)N([C@H](C)CO)C[C@H](C)[C@@H](CN(C)C(=O)NC1CCCCC1)O2
  -6	-14	-2.6	-15	5	-16	2.1	15	1.6	0.8	-15
> Cc1cc(NC(=O)c2cc([N+](=O)[O-])ccc2Cl)no1
  5	-1	-1.0	2	0	-1	3.9	5	0.7	-0.3	4
> COc1ccc(CN2CCNC(=O)C2CC(=O)NC2CCCCC2)c(OC)c1 (centres undefined)
  -1	2	-0.6	-125	-17	-4	0.7	3	-2.5	-0.2	4
> CC1CCCN(C(=O)c2cn(-c3ccccc3)nc2-c2cccnc2)C1 (centres undefined)
  -6	-10	-1.5	-66	-11	4	1.2	10	-0.2	-1.1	-3
> N#C/C(=C\c1ccc(-c2ccc(C(=O)O)cc2)o1)C(=O)Nc1ccc(F)cc1
  -5	-15	-2.8	-10	8	6	5.0	14	4.3	-1.9	-10
> N#Cc1cccc(-c2nnc(SCc3ccccc3C#N)o2)c1
  -2	-3	-1.8	4	-10	3	1.9	11	-0.4	0.7	11
> CCN(Cc1ccc2c(c1)OCO2)C(=O)CSc1nc(C)nc2sc(C)c(C)c12
  7	1	0.7	x	94	1	2.9	-3	-0.1	3.0	-20
> Cc1ccc(N2CCN(c3ccc(C)cc3)C2c2ccccn2)cc1
  15	0	-0.5	-1	5	3	2.8	3	-0.9	-0.2	-8
> CCN(CC)C(=O)CSC(Nc1ccc(F)cc1)=C(C#N)C#N
  -3	-6	-1.8	6	-11	-19	1.9	9	4.5	-0.3	-7

An excerpt from above, reduced to phage Ecoli inh and Tat transport:
SMILES,phage Ecoli inh,Tat transport
Cc1cc(C)n2nc(CC(=O)NNC(=O)COc3ccccc3)nc2n1,0.2,-2
COc1ccc2sc(N3C(=O)C4CC=C(C)CC4C3=O)nc2c1 (centres undefined),1.2,-7

Carrying on:
Second line of a record – Tat transport	PKA-R1A act	MOR-DOR ag	PfHsp90 yeast 2	Mot1-301 SUMO	HTR5A inv ag	phage Ecoli inh	MOR-DOR inv ag	AddAB inh	Ecoli viability	PKA-R2B act
> O=C(O)C1CCC(C(=O)O)O1 (centres undefined)
  -2	-1	-4.7	9	x	1	0.5	23	x	x	-2
> CC1=NN(c2ccccc2)C(=O)/C1=C\c1cc(C)n(C)c1C
  3	5	-1.6	-3	-8	6	1.4	8	-0.1	1.3	3
> Cc1ccc(-c2c(C(=O)N/N=C/c3c[nH]c4ccccc34)nnn2-c2nonc2N)cc1
  5	-5	-3.9	-5	10	-11	-0.6	21	1.8	1.7	-1
> COC(=O)CN1C2(C#N)CCCCC2CC2CCCCC21C#N (centres undefined)
  -6	0	-3.7	-8	17	13	1.8	17	3.8	1.4	7
> O=C(Nc1nc(COc2ccccc2)cs1)C1CCC1
  -3	-10	3.0	-4	2	-4	3.9	-19	1.3	-0.9	0
> CC(OC(=O)c1cccs1)C(=O)NCc1ccco1 (centres undefined)
  -3	4	0.3	-19	-19	4	1.3	-2	3.8	1.4	-1
> CCc1nc(CN(C)C(=O)C2CCC(=O)N(CCc3cccc(F)c3)C2)no1 (centres undefined)
  3	-2	-2.7	4	3	-22	2.9	15	2.3	0.3	-6
> Cc1cccc(C)c1OCC(O)CNS(=O)(=O)c1ccccc1C(=O)N1CCOCC1 (centres undefined)
  3	0	0.4	11	x	5	1.8	-2	x	x	0
> Cc1cc(NC(=O)CSc2ccc(-c3ccc(F)cc3)nn2)no1
  -18	3	-0.1	-36	7	-69	4.1	0	5.3	-1.6	9
> O=C1CCC(=O)N1c1nc2nc(-c3ccccc3)cc(=O)n2[nH]1
  -3	-3	-2.6	-9	4	-27	1.6	15	1.5	1.0	1
> O=C(NC(=S)NNS(=O)(=O)c1ccccc1)c1ccccc1[N+](=O)[O-]
  -6	4	-1.7	-19	9	7	0.7	9	3.0	-1.9	-4

Rows are unselected. About 2.2% of those tested had a hit in this group.
